Screens from PubChem.
FLuc act counter: firefly luciferase counter-screen for stimulation assays; ATPlite luciferase biochemical, luminescence, 10 min; 0 = ATP-free wells, 1 = DMSO control; 200,000 tested, under 10 active; activation factor at 10 µM;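 active means luciferase activation factor, scaled between plate controls, of at least 2 with compound at 10 µM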
Target sequence (P08659 whole entry, looked up): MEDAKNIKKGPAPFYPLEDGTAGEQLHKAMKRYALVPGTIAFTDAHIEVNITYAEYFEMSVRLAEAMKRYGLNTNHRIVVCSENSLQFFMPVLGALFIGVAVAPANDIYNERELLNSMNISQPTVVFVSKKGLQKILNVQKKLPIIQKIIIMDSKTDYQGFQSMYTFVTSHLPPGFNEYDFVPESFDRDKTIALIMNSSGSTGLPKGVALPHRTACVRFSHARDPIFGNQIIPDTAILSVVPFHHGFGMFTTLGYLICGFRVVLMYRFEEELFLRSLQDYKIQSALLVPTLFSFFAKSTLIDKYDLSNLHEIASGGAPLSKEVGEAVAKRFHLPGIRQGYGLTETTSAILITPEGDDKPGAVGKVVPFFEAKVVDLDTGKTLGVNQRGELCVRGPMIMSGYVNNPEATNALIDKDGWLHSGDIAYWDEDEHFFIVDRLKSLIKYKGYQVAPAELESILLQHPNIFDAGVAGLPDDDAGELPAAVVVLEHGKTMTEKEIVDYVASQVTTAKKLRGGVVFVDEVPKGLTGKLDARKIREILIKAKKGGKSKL
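Assay system: Luciferase/luciferin detection reagent, cell-free biochemical luciferase assay / Also added: ATP substrate / Schedule: 10 min at ambient temperature / Measured by: luminescence measurement of luciferase light output / Benchmarks: low control with PBS replacing ATP, high control enzyme plus ATP without compound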
NF-kB expr up: NF-kB expression increase, human neuronal cells. NF-kB reporter expression; active compounds read high. fold change at 12.5 µM. 190,000 compounds, 1.6% hits. AID 1239; in the data active means fold change above about 3.3
APP 5'UTR act: activates APP 5'UTR luciferase reporter | activation, % at 2 µM | SH-SY5Y APP 5'UTR luciferase reporter, luminescence; zero percent = DMSO vehicle wells | 190,000 compounds, 1% hits;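 active means activation above a set limit, based on mean plus 3 SD of controls, cut at about 140% in these data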; further: values of inactives mirror those of a sister screen read the other way
FLuc inh counter: Photinus pyralis luciferase inhibition counter-screen; P08659; ATPLite firefly luciferase biochemical luminescence, 10 min; inhibition, % at 10 µM; 200,000 compounds, 1.5% hits; AID 1006;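 active means inhibition above about 50% when tested at 10 µM, limit read from the data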
TNAP inh noacc: blocks human TNAP activity with no phosphate acceptor present | purified TNAP, CDP-star luminescence, 30 min | P05186 | 200,000 compounds, 0.26% hits | inhibition, % at 20 µM | AID 1012;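 active means tissue-nonspecific alkaline phosphatase inhibition above about 50% at 20 µM in the single-dose screen, limit read from the data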;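 further: 0% = DMSO negative control and 100% = EDTA positive control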
bIAP act: intestinal alkaline phosphatase (bovine) activation; activation factor at 20 µM; 200,000 compounds, 0.17% hits; purified bovine IAP, CDP-star luminescence, 30 min; active compounds read high; fold of DMSO-control signal, blank-subtracted;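 active means activation factor of 2 or more at 20 µM, a signal rise over negative controls twice the positive control's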
TNAP inh hi DEA: blocks human TNAP under high phosphate acceptor concentration | 200,000 compounds, 0.03% hits | P05186 | purified TNAP, CDP-star luminescence, 1 M DEA | AID 1135 | inhibition, % at 20 µM;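 active means over 50% inhibition of tissue-nonspecific alkaline phosphatase at 20 µM in the single-dose screen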;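 further: plate controls were DMSO wells for no effect and EDTA-quenched wells as full inhibition for full effect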
PMI act hi M6P: increases human PMI activity with near-saturating mannose 6-phosphate; 190,000 compounds, 0.34% hits; P34949; coupled PMI enzyme assay, resazurin fluorescence, 20 min; active compounds read high; 1 = untreated enzyme, 0 = substrate-free blank; activation factor at 20 µM;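 active means activation factor of 2 or more at 20 µM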
Target sequence (P34949 whole entry, looked up): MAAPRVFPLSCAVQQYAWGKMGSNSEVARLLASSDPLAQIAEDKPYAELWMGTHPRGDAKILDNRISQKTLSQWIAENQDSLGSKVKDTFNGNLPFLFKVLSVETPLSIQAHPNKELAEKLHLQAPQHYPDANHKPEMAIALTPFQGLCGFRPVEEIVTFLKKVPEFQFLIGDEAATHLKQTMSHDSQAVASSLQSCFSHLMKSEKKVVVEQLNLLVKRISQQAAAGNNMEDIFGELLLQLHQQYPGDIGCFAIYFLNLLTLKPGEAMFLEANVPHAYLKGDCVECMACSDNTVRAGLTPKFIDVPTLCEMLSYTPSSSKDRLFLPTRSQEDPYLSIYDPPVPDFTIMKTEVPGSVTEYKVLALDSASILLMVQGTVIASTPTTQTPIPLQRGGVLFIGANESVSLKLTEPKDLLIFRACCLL
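Test system: human phosphomannose isomerase with PGI, G6PDH, diaphorase coupling enzymes / Doses: 20 µM compound, 1% DMSO / Times: enzyme reaction with compound 20 min at room temperature / Measured by: Diaphorase-driven resazurin-to-resorufin fluorescence, excitation 544, emission 590 nm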
PMI act: phosphomannose isomerase (human) activation; AID 1214; activation factor at 20 µM; P34949; purified human PMI, coupled resazurin fluorescence, 20 min; active compounds read high; 1 = vehicle control, 0 substrate-free wells; 190,000 compounds, 0.005% hits;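 active means activation factor of 2 or more at 20 µM, relative to plate controls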
TNAP act hi DEA: TNAP (human) activation, high acceptor | P05186 | purified TNAP, CDP-star luminescence, 1 M DEA, 30 min; active compounds read high; 0 = EDTA background, 1 = DMSO-only activity | activation factor at 20 µM | 200,000 tested, under 10 active;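 active means activation factor at least 2 at 20 µM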
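Control set: EDTA negative control, DMSO positive control / Assay system: human TNAP / Quantity: TNAP 1/800 final / Evaluation: TNAP activation factor scaled between EDTA and DMSO control wells / Measured by: luminescent substrate turnover signal / Compound dosing: one dose, 20 µM / Times: 30 min enzyme reaction at room temperature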
An asterisk follows results filed as active.

SMILES	FLuc act counter	NF-kB expr up	APP 5'UTR act	FLuc inh counter	TNAP inh noacc	bIAP act	TNAP inh hi DEA	PMI act hi M6P	PMI act	TNAP act hi DEA
Cc1cc(S(=O)(=O)N(Cc2ccccc2Cl)c2ccc3c(c2)CCC3)ccc1-n1cnnn1	1	0.76	0.6	-0.5	-12.9	0.9	-0.4	1	0.9	1
COc1ccc(C=O)cc1OS(=O)(=O)c1ccc(NC(C)=O)cc1	1	0.94	2.0	-3.0	-16.1	1.1	-1.3	1	0.9	1
O=C(/C=C/c1cccnc1)c1ccc(NC(=O)c2cccc(Br)c2)cc1	1.1	1.02	-1.3	-8.5	-7.3	0.9	-5.1	0.9	0.9	1.1
CC(NCC(O)COCc1cccs1)C1CC2CCC1C2 (stereo not given)	1	0.94	20.6	-2.5	-6.3	1	-1.6	1.1	1.1	1
O=C(O)c1cc(-c2ccco2)nn1-c1ccc(Cl)cc1	1	0.94	19.7	-1.5	-9.8	1.1	3.7	1	1.1	1
COc1ccc(CCNC(=O)c2cccnc2)cc1	1	1.25	12.7	-4.2	-7.4	0.9	-3.5	0.9	0.9	1
Cc1nc(NCC2CCCO2)c2nnn(Cc3ccccc3)c2n1 (stereo not given)	1.1	1.11	32.2	-5.5	-7.1	1	-5.7	1	1	1.1
Fc1ccc(-n2c(-c3cccs3)nc3nc4ccccc4nc32)cc1	1	1.09	-0.5	-3.9	-2.5	1.1	3.4	0.9	0.9	1
O=C(Cc1cccc(C(F)(F)F)c1)NCc1cccc(Cl)c1	1.1	0.91	7.3	-5.0	-13.5	0.9	1.7	1	0.8	1
O=C(N/N=C/c1ccccn1)C1CC1	1	1.5	-12.0	-3.0	-3.8	1.1	0.1	0.9	0.9	1
COc1ccc(CCNC(=O)CCCOc2cc(=O)n(C)c3ccccc23)cc1OC	1	1.03	0.3	-2.9	-2.3	1	-0.1	0.9	1	1
CCOc1ccc2nc(SCC(=O)Nc3ncccn3)[nH]c2c1	1	0.94	-10.4	2.4	-22.8	1.1	-8.5	1.1	1	1.1
Cc1ccc(S(=O)(=O)Nc2ccc(N3CCOCC3)cc2)cc1	1.1	1.13	-6.9	-5.3	-4.4	0.9	-0.8	1	0.9	1
Cc1ccn2c(-c3n[nH]c(=S)n3C)c(C)nc2c1	1	1.4	4.4	-0.7	-2.7	1	0.1	1.1	1	1
O=C1c2ccccc2C(=O)N1/N=C/c1ccc(O)c(O)c1	0.3	0.98	-9.6	74.4*	40.8	1.1	6.1	0.9	0.6	0.9
CCCCC(=O)NC(Nc1ccc(C)cn1)(C(=O)OCC)C(F)(F)F (stereo not given)	1	0.92	-2.7	-3.8	-9.0	1.1	-3.6	1	0.9	1
CC1=C(C(=O)OCC2CCCO2)C(c2ccccc2OC(C)C)C2=C(CC(c3ccco3)CC2=O)N1 (stereo not given)	1.1	0.67	1.1	-8.7	-18.1	1.1	-10.0	0.9	0.9	1.1
COc1ccc(C2OCC3(CO2)SC(N)=NC3=O)cc1 (stereo not given)	0.9	1.28	0.9	6.7	3.7	0.9	6.3	1.1	1	0.9
CC(Cc1c[nH]c2ccccc12)NC(N)=O (stereo not given)	1.1	1.21	1.2	-7.1	-12.1	1.4	-2.1	1.1	1	1
COc1ccc(S(=O)(=O)N2CCCC(C(=O)NCc3ccccn3)C2)cc1Cl (stereo not given)	1	0.96	-0.1	-1.2	2.8	1.1	0.0	0.5	0.4	1
Cc1nn(C)cc1CNC(=O)c1cccc(Cl)c1	1	1.4	19.0	-2.1	-13.7	0.7	-5.1	1	1	1.1
Nc1cc(C(=O)O)ccc1Nc1ccc(F)c(F)c1	1	1.66	11.6	-3.0	-12.4	0.9	-3.0	0.9	0.9	1
COc1ccccc1/C=C/C(=O)NCC(=O)N1CCC(N(C)C2CCCC2)CC1	1	1.33	-10.6	3.5	2.8	1	5.5	1.1	1.1	0.9
Cc1cc(NCc2ccccc2)n2ncnc2n1	1	0.86	5.6	-3.6	-13.9	1	-1.4	1	1.1	1
Cc1ccc(NC(=O)Cc2nc(CSc3nnc(-c4ccc5c(c4)OCO5)o3)cs2)cc1	1	1.45	27.5	4.3	9.1	0.8	-7.6	1	1	1.1
CCOc1ccc(C(=O)Nc2ccc3c(c2)OCCO3)cc1OC	0.4	1.63	46.6	59.8*	-12.7	0.9	-4.1	0.9	0.9	1
CN=c1c([N+](=O)[O-])nn(-c2ccc3c(c2)OCCO3)n1O	1	1.44	20.1	1.9	3.0	1	4.0	1	1.1	1
COc1ccc(-c2ccc(-c3noc(-c4ccccc4OC)n3)c(OC)n2)cc1	1	1.25	-3.4	-4.9	-13.6	1	-4.9	0.9	0.9	1
COc1ccc(CCNC(=O)C2CCN(S(=O)(=O)c3cnc[nH]3)CC2)cc1OC	1	0.95	-8.4	-3.6	-5.4	1	-1.6	0.9	0.9	1
CC(C)=CC(=O)Nc1ccc2c(c1)OCO2	0.5	4.53*	126.1	51.1*	-5.8	0.9	1.4	0.9	0.9	1
CC(C)CNC(=O)NC(=O)COC(=O)c1cccc(NS(=O)(=O)c2ccc(F)c(F)c2)c1	1.1	0.92	15.4	-12.4	11.7	0.8	2.1	1	0.8	1
O=C(O)c1ccccc1S(=O)(=O)c1ccccc1CO	1	1.06	19.4	-4.2	-9.7	1	-2.0	1	1	1
CCOC(=O)c1ccc(NC(=O)CN2CCc3ccccc3C2)cc1	1	0.93	34.8	0.9	-6.6	0.9	-5.3	0.9	0.9	1.1
CCn1c(SCC(=O)Nc2nc(C)cs2)nnc1-c1cccnc1	1	1.06	7.0	-4.3	-10.1	0.9	-5.1	0.9	0.9	1.1
COc1cc(C(=O)O)nc2ccccc12	1	1.11	-1.8	-3.2	1.1	1	0.0	0.9	0.7	1
COc1cc(C(=O)OCc2ccc(C)cc2)cc(NC(=O)c2cccs2)c1OC	1	0.94	-15.6	1.5	-5.7	1	-0.7	0.9	0.9	1

Arranged by number of heavy atoms (rising): three of the compounds above.
SMILES	FLuc act counter	NF-kB expr up	APP 5'UTR act	FLuc inh counter	TNAP inh noacc	bIAP act	TNAP inh hi DEA	PMI act hi M6P	PMI act	TNAP act hi DEA
CC(C)=CC(=O)Nc1ccc2c(c1)OCO2	0.5	4.53*	126.1	51.1*	-5.8	0.9	1.4	0.9	0.9	1
CN=c1c([N+](=O)[O-])nn(-c2ccc3c(c2)OCCO3)n1O	1	1.44	20.1	1.9	3.0	1	4.0	1	1.1	1
COc1ccc(CCNC(=O)C2CCN(S(=O)(=O)c3cnc[nH]3)CC2)cc1OC	1	0.95	-8.4	-3.6	-5.4	1	-1.6	0.9	0.9	1

(continued)
SMILES	FLuc act counter	NF-kB expr up	APP 5'UTR act	FLuc inh counter	TNAP inh noacc	bIAP act	TNAP inh hi DEA	PMI act hi M6P	PMI act	TNAP act hi DEA
CCCN(C(=O)c1ccccc1N)c1c(C)n(C)n(-c2ccccc2)c1=O	1	1.26	23.2	0.1	-13.3	1	0.9	1.1	1	1
C[C@H](NC(=O)c1nc[nH]c1C(=O)N[C@@H](Cc1ccccc1)C(=O)OC(C)(C)C)c1ccccc1	1.1	0.49	-1.0	-6.9	-15.9	0.9	-7.4	0.7	0.7	1.1
CCC(=O)Nc1cccc(NC(C)=O)c1	1.1	1.09	10.1	-5.8	-11.6	0.9	-1.5	1	1	1
Cc1[nH]c(=O)[nH]c(=O)c1NC(=O)c1sc2nc3c(C)cccc3cc2c1N	1	1.03	-3.5	-4.8	-2.7	1.1	-1.0	1.1	0.9	1
S=C(NCCc1ccccc1)NC1CC2CCC(C1)N2Cc1ccccc1 (stereo not given)	1.1	2.32	-9.8	-5.3	-14.6	0.9	-8.6	1	0.9	1.1
CCCCN(C)C(=O)Cc1c(OC)ccc2cc(Br)ccc12	1.1	1.01	6.4	-5.3	0.4	0.9	-2.0	0.8	0.8	1
Cc1cc(NS(=O)(=O)c2ccc(NC(=O)COc3ccccc3C(C)C)cc2)no1	1.1	1.04	12.1	-7.7	-12.5	0.9	-1.4	1	0.9	1
O=C(COC(=O)CCc1c[nH]c(=O)[nH]1)Nc1ccccc1Cl	1	1.03	-16.5	-4.3	-7.3	0.9	-1.9	1.1	1	1
O=C1CC(/C=C/c2ccccn2)=Nc2ccccc2N1	0.9	0.96	50.7	12.3	-10.7	1	0.5	1.1	1.3	1
Cc1cc(N2CCCCC2)n2ncc(-c3ccc(Cl)cc3)c2n1	0.8	1.11	38.5	16.9	2.3	0.9	-7.2	1	1	1.1
O=C(COc1ccc(Cl)cc1Cl)Nc1nnc(C2=COCCO2)o1	1	1	-4.0	0.8	-0.5	1.1	-1.4	0.6	1.1	1
CC1CCN(C(=O)COc2ccccc2F)CC1	1	0.91	17.9	-0.2	-13.4	0.9	-8.1	1	1	1.1
CCOc1ccc(CN(C)C(C)C(=O)Nc2ccc([N+](=O)[O-])cc2Cl)cc1OC (stereo not given)	1	0.97	-3.6	-3.8	-22.4	1	0.1	0.9	0.8	1
CCSC1=N/C(=C\c2ccc(OC)cc2)C(=O)N1	0.9	1.8	6.6	12.3	0.9	0.9	-2.9	0.8	0.8	1
CC(C)N(C(=O)CSc1nnnn1C1CCCC1)C(C)C	1.1	1.02	10.0	-10.8	-12.3	1	-5.2	1	1.1	1.1
CC1(C)CC(=O)C2=C(C1)OC(c1cccs1)C(C#N)=C2N (stereo not given)	1.1	1.14	6.4	-8.4	-9.8	1	-5.0	0.9	0.9	1.1
Cc1c(OCc2ccc(C(=O)O)o2)ccc2c3c(c(=O)oc12)CCC3	0.9	1.23	0.3	14.8	-1.6	0.9	-8.5	0.9	1	1.1
COc1cc(C(=O)Nc2nc(OC)c(-c3ccccc3)c(OC)n2)cc(OC)c1OC	1	0.54	-6.1	-2.4	-8.5	1	-4.0	0.9	1	1

Looked up one by one from the list above (5):
SMILES	FLuc act counter	NF-kB expr up	APP 5'UTR act	FLuc inh counter	TNAP inh noacc	bIAP act	TNAP inh hi DEA	PMI act hi M6P	PMI act	TNAP act hi DEA
CC(C)N(C(=O)CSc1nnnn1C1CCCC1)C(C)C	1.1	1.02	10.0	-10.8	-12.3	1	-5.2	1	1.1	1.1
CCSC1=N/C(=C\c2ccc(OC)cc2)C(=O)N1	0.9	1.8	6.6	12.3	0.9	0.9	-2.9	0.8	0.8	1
Cc1c(OCc2ccc(C(=O)O)o2)ccc2c3c(c(=O)oc12)CCC3	0.9	1.23	0.3	14.8	-1.6	0.9	-8.5	0.9	1	1.1
COc1cc(C(=O)Nc2nc(OC)c(-c3ccccc3)c(OC)n2)cc(OC)c1OC	1	0.54	-6.1	-2.4	-8.5	1	-4.0	0.9	1	1
CC1(C)CC(=O)C2=C(C1)OC(c1cccs1)C(C#N)=C2N (stereo not given)	1.1	1.14	6.4	-8.4	-9.8	1	-5.0	0.9	0.9	1.1
